Large T inhibition – TAg ATPase/helicase activity blockers – biochemical (AID 1903) | 310,000 compounds, 0.39% hits | SV40 large T antigen ATPase/helicase inhibition assay; higher % means a stronger effect | one-dose inhibition, % at 20 µM; IC50 in µM for titrated hits; in the data active = a potency from the dose series; inconclusive = inhibition mostly from about 32% at the one dose, without a potency; inactive = the rest, 99 in 100 with inhibition below about 32%; also: strong numbers were not always called active
NTR1 agonist – agonists of NTR1, primary screen, imaging, U2OS cells, beta-arrestin-GFP, high content (AID 493036) | activation, % at 20 µM | P30989 | 330,000 compounds, 0.17% hits | NTR1-U2OS beta-arrestin-GFP spot imaging, agonist mode;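 active = activation at or above 40% of the spot to cytoplasm intensity ratio, with at least 20 cells analyzed; inconclusive = wells under 20 cells, flagged as cytotoxic or low count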;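 also: 0% = DMSO without peptide and 100% = 100 nM NTR1 peptide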
Target sequence (P30989 whole entry, looked up): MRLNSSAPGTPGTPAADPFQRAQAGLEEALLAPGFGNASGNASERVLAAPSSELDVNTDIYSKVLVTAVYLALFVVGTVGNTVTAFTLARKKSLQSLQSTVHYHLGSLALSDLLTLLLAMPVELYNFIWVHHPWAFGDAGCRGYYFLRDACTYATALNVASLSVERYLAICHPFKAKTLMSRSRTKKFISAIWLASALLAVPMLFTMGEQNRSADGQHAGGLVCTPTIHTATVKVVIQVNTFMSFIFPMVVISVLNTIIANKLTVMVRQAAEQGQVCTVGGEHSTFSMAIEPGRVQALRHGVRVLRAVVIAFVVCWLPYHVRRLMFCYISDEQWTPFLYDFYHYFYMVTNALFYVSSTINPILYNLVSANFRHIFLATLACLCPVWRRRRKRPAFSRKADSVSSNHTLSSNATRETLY
Rac1 GTP hydrolysis – MgcRacGAP GTPase-activating activity inhibitors, confirmation, biochemical, ADP Hunter fluorescence. 340,000 compounds, 0.6% hits. inhibition, % at 30 µM; hits with a dose series show IC50 in µM. MgcRacGAP-stimulated Rac1 GTP hydrolysis, ADP Hunter fluorescence; higher % means a stronger effect; GST-tagged Rac1 F28L mutant substrate;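 active = first-screen hits whose inhibition reached a set limit at any dose in the follow-up dose series; inconclusive = inhibition above the set first-screen limit but never retested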;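 also: fluorescence reports GDP produced by GAP-driven GTP hydrolysis; strong numbers were not always called active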
AID2073 – disruptors of CaV2.2 binding to Mint1 – biochemical, HTRF (AID 2073); 290,000 compounds, 0.19% hits; inhibition, % at 20 µM; hits with a dose series show IC50 in µM; HTRF protein-protein interaction, Mint1-CaV2.2; higher % means a stronger effect; in the data active = inhibition mostly above about 51%, no sharp cut-off; inconclusive = no clear call, values can overlap the other calls; inactive = mostly below about 53%; also: some results filed as inactive read as strong as hits
UTI89 phage lysis – protection from phage-mediated lysis, alamar blue read-out – E. coli UTI89, K1F phage, bacterial capsule biogenesis inhibitors (AID 488966) | E. coli UTI89 K1F phage lysis, alamar blue, 2 h; higher % means a stronger effect | inhibition, % at 100 µM; hits with a dose series show IC50 in µM | 340,000 compounds, 0.02% hits;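 active = phage lysis inhibition, versus mean bacterial control, above a set limit; inconclusive = no clear call, values can overlap the other calls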;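 also: capsule biogenesis inhibitors block K1F phage lysis so surviving cells raise fluorescence; higher fluorescence means more inhibition of phage lysis; actives were called in the ten point dose series up to 300 µM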
Dengue-2 NS5 capping – flavivirus cap methylation enzyme inhibition – biochemical, confirmation dose response, primary screen (AID 588689). Dengue-2 NS5 methyltransferase capping enzyme assay, biochemical; higher % means a stronger effect. inhibition, % at 25 µM, or IC50 in µM where a hit was titrated. 340,000 compounds, 0.3% hits; in the data active = a potency from the dose series; inconclusive = inhibition above about 29% without an active follow-up result
RSV CPE inhibition – RSV antiviral activity via CPE protection, HEp-2 cells, primary 10 µM value included (AID 2391); one-dose CPE inhibition, % at 10 µM; IC50 in µM for titrated hits; HEp-2 cells, RSV-induced CPE inhibition; higher % means a stronger effect; 310,000 compounds, 0.13% hits; in the data active = a potency from the dose series; inconclusive = CPE inhibition mostly from about 23% at the one dose, without a potency; inactive = the rest, 99 in 100 with CPE inhibition below about 21%; also: strong numbers were not always called active
Siah-1 displacement – Siah-1 peptide-binding antagonists, primary screen, biochemical, fluorescence polarization, rhodamine-plectin, uHTS (AID 1817) | Siah-1 / rhodamine-plectin peptide fluorescence polarization; higher % means a stronger effect | displacement, % at 20 µM, or IC50 in µM where a hit was titrated | 290,000 compounds, 0.02% hits;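 active = displacement of at least 50% at 20 µM, with a fluorescence ratio check between 0.3 and a set limit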;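 also: plate controls were Siah plus tracer with DMSO for no effect and tracer alone without Siah for full effect; strong numbers were not always called active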
West Nile virus CPE – inhibition of WNV-induced cytopathic effect – cell-based, CPE readout (AID 1621); West Nile virus-infected cells, CPE inhibition; higher % means a stronger effect; 290,000 compounds, 0.02% hits; CPE inhibition, % at 10 µM, or IC50 in µM where a hit was titrated; in the data active = a potency from the dose series; inconclusive = CPE inhibition mostly from about 3.7% at the one dose, without a potency; inactive = the rest, 99 in 100 with CPE inhibition below about 2.2%; also: strong numbers were not always called active
NTR1 agonist cell count 20 µM – also measured in NTR1 agonist; calls as there; cell count; measured here: cell count, cytotoxicity flag
Dengue-2 NS5 capping pilot replicate – also measured in Dengue-2 NS5 capping; calls as there; inhibition, %; measured here: pilot screen replicate inhibition
Active calls of the source: *; ? = inconclusive; . = no result given; & = joins results of further samples; [ ] = another dose, or the depositor's remark.

SMILES | Large T inhibition | NTR1 agonist | NTR1 agonist cell count 20 µM | Rac1 GTP hydrolysis | AID2073 | UTI89 phage lysis | Dengue-2 NS5 capping | RSV CPE inhibition | Siah-1 displacement | West Nile virus CPE | others
O=C(Nc1cccc(-c2cnc3ccccc3n2)c1)c1ccccc1 | 6% | 1.6 | 86 | 3% | -2% | 6.4% | -2% | 0.9% | 6% | .
COc1ccc(-c2cc(=O)c3cc(O)ccc3o2)cc1 | 3% | 1.4 | 79 | 6% | 20% | 0.3% | -6% | . | 0% | -0.4%
CCOC(=O)c1ccc(CSc2nnc(C)n2N)o1 | 11% | -0.3 | 55 | 6% | -2% | 0.7% | -4% | 0.9% | 1% | -0.2%
COc1ccc(N=C(C)c2sc3ccccc3c2O)cc1 | 16% | 1.5 | 65 | 12% | 1% | -0.2% | -26% | 1.7% | -1% | -0.2%
Cc1nc2c(cnn2-c2ccccc2Cl)c(=O)n1-c1ccc(C(C)C)cc1 | 1% | 0.3 | 92 | 3% | -2% | 0.5% | -6% | 0.8% | 2% | -1.7%
COc1cc(/C=C2\SC(=Nc3ccc(N4CCOCC4)cc3)N(C)C2=O)ccc1OC(C)C(=O)O (stereo unspecified) | 15% | 1.2 | 68 | 17% | 0% | 0.8%[50 µM] | 1% | 0.4% | -3% | -0.2%
Cc1ccccc1Nc1nc(N)nc(CSc2nnnn2-c2ccccc2)n1 | 1% | 0.8 | 57 | 4% | -9% | -0.1% | 1% | 4.3% | -2% | -0.4%
COc1ccc(NC(=O)CO/N=C2/CCCc3nonc32)c(OC)c1 | 4% | 0.9 | 62 | 3% | -11% | 0.0% | 5% | -0.1% | -2% | -0.7%
Cc1ccc2nc(N3CCN(Cc4ccc(F)cc4)C3=O)c(C)cc2c1 | 7% | 5.2 | 58 | -2% | -9% | 1.9% | -2% | 2.2% | 3% | -0.2%
O=C(N/N=C/c1cc2ccccc2[nH]1)c1ccccc1Cl | 17% | 1.8 | 61 | 12% | 7% | 0.4% | -7% | 5.2% | 9% | -0.1%
CCCc1ccc(S(=O)(=O)N(C)S(=O)(=O)c2ccc(F)cc2)cc1 | 5% | 5.1 | 56 | 6% | -5% | -0.9% | -4% | 9.1% | -1% | -1.0%
CC(CCC(C)C(C)(C)C)[C@@H]1CC[C@H]2C3C[C@H](OS(O)(=S)=S)[C@H]4C[C@H](OS(O)(=S)=S)[C@@H](OS(O)(=S)=S)C[C@]4(C)[C@H]3CC[C@]12C (stereo partly specified) (tested in a mixture with another compound) | . | 2.6&9.2 | 65&65 | ? | . | -2.1% | ? | . | . | .
CCCCc1nc2sc3c(SCC(=O)NCc4ccco4)ncnc3c2c2c1CCC2 | 6% | 2.8 | 47 | 14% | 11% | 3.7% | -2% | 2.8% | 27% | 0.8%
C/C(=N\NC(=O)c1ccncc1)c1cccc(NC(=O)c2ccc(Cl)s2)c1 | 12% | 0.4 | 83 | 4% | 7% | 0.1% | 3% | 13% | 0% | 1.1%
NC(=S)N/N=C/c1coc2ccc(Br)cc2c1=O | 23% | 1.1 | 53 | 11% | 25% | 1.0% | -5% | . | 15% | -0.1%
CCOC(=O)C1C2C=CC3(CN(c4ccc(Cl)c(F)c4)C(=O)C13)O2 (stereo unspecified) | 1% | 0.1 | 68 | -3% | 2% | 1.2% | -16% | 0.1% | 6% | 0.8%
COc1ccc(OC)c(CCNC(=O)CSc2ccsc2[N+](=O)[O-])c1 | 12% | -1.2 | 101 | 10% | 7% | -0.1% | -4% | 0.5% | -8% | -1.2%
CCC(CC)C(=O)NCCc1cc2c(OC)ccc(OC)c2[nH]c1=O | 23% | 1.6 | 62 | 6% | 5% | 0.2%[50 µM] | -6% | 0.8% | -2% | -0.1%
C/C(=N\NC(=S)NCCc1ccccc1)c1ccc(Cl)cc1Cl | -3% | 5.1 | 52 | 4% | 26% | -0.4% | 2% | 1.4% | -6% | 0.6%
O=[N+]([O-])c1ccccc1NCCNc1ncc(C(F)(F)F)cc1Cl | -11% | 11 | 39 | -9% | -1% | 0.0% | -6% | 3.2% | -5% | -0.6%
CCOc1ccc(NC(=O)CSc2nc3ccccc3c(=O)n2CCCC(=O)NCCCN2CCCC2=O)cc1 | 4% | 0.2 | 63 | -2% | -16% | 0.3% | -5% | 0.8% | 7% | -0.6%
CC(C(=O)Nc1sc2c(c1C(=O)NCc1ccco1)CCCC2)N1C(=O)c2ccccc2C1=O (stereo unspecified) | 5% | -0.4 | 49 | -4% | 2% | 1.8% | -6% | 2.5% | -1% | -0.3%
Cc1ccc(SCCn2nc(C(=O)O)c3ccccc3c2=O)cc1 | 5% | 4.8 | 58 | 8% | 6% | 0.3% | -4% | 0.8% | 10% | -0.3%
COc1ccccc1N1CCN(C(=O)c2ccc(S(=O)(=O)N3CCCCC3)cc2)CC1 | 3% | 2.1 | 66 | -1% | -1% | -0.1% | -6% | 1.1% | -1% | -0.2%
O=C(Nc1cc2c(oc1=O)CCCC2=O)c1ccc(Cl)cc1 | 29% | -0.7 | 64 | 13% | 26% | 1.6% | 3% | 1.2% | 6% | -0.7%

The closing 2 entries of the part before are carried over, then new ones follow.
SMILES | Large T inhibition | NTR1 agonist | NTR1 agonist cell count 20 µM | Rac1 GTP hydrolysis | AID2073 | UTI89 phage lysis | Dengue-2 NS5 capping | RSV CPE inhibition | Siah-1 displacement | West Nile virus CPE | others
COc1ccccc1N1CCN(C(=O)c2ccc(S(=O)(=O)N3CCCCC3)cc2)CC1 | 3% | 2.1 | 66 | -1% | -1% | -0.1% | -6% | 1.1% | -1% | -0.2%
O=C(Nc1cc2c(oc1=O)CCCC2=O)c1ccc(Cl)cc1 | 29% | -0.7 | 64 | 13% | 26% | 1.6% | 3% | 1.2% | 6% | -0.7%
O=C(CNC(=O)c1ccc(Br)o1)NCc1ccccc1 | 4% | -0.1 | 67 | 9% | -6% | 0.7%[50 µM] | -3% | 1.8% | 5% | 0.5%
Nc1cccc(CCc2ccncc2)c1 | 7% | 0.4 | 53 | -5% | 3% | -0.4% | 2% | -2.0% | -3% | -0.5%
CCOC(=O)C[n+]1c(C)csc1C | 11% | -0.7 | 47 | 7% | -30% | 0.8%[50 µM] | 1% | 1.4% | -6% | 1.0%
O=C1NC2=C(C(=O)CCC2)C(c2ccc3ncccc3c2)N1 (stereo unspecified) | 2% | -0.8 | 60 | 1% | -7% | 0.2% | 0% | 3.5% | 0% | 0.6%
O=C(c1ccccc1)c1c[nH]c(C(=O)NCCCN2CCOCC2)c1 | 2% | -2.2 | 82 | 0% | -2% | 0.5% | 1% | -1.3% | 0% | 0.0% | Dengue-2 NS5 capping pilot replicate=-0.8
COc1ccccc1C(=O)N1CCN(C2CCN(Cc3ccccc3)CC2)CC1 | -1% | 2.2 | 72 | 19% | -4% | 2.9% | -4% | -0.6% | -2% | .
COc1ccc(CN(Cc2cccnc2)S(=O)(=O)c2ccc(-n3cnnn3)c(C)c2)cc1OC | 3% | -0.4 | 40 | 1% | 0% | -0.8% | 2% | -0.1% | -1% | -0.6%
Cc1ccc(C)c(OCC(=O)Nc2nonc2NC(=O)COc2cc(C)ccc2C)c1 | 2% | 3.8 | 84 | 3% | -1% | -0.6% | -4% | 0.6% | 6% | -0.5%
O=C1c2ccccc2C(Nc2ccc3c(c2)OCCO3)N1Cc1ccccc1 (stereo unspecified) | 4% | 0.4 | 63 | 2% | -7% | 7.5% | 7% | 0.0% | 4% | -0.8%
C/C(CCC(=O)OC[C@H]1O[C@H](C#Cc2ccccc2)C=C[C@@H]1Oc1ccc(C)cc1)=N\OC[C@@H](O)[C@H]1O[C@@H]2OC(C)(C)O[C@@H]2[C@H]1O | 11% | 13 | 86 | . | 14% | . | . | 2.9% | 5% | .
COc1cc(/C=C2\SC(=S)N(NC(=O)c3cccc(O)c3)C2=O)ccc1O | 22% | -0.3 | 76 | 55µM* | 29% | 0.1%[50 µM] | 8% | 2.0% | -6% | 0.6%
CCOc1ccc(/C(=N\O)C(C)NO)cc1 (stereo unspecified) | 14% | 0.8 | 60 | 0% | 7% | 0.4% | -3% | -0.1% | -1% | 0.5%
CCOC(=O)N1CCN(c2ncnc3c2[nH]c2ccc(F)cc23)CC1 | 5% | 2.6 | 69 | 8% | 21% | 1.1% | -9% | 2.9% | 5% | 0.9%
O=C(NCCC1=CCCCC1)C1CCN(S(=O)(=O)N2CCCC2)CC1 | 15% | 1.6 | 36 | 4% | -4% | -0.3% | -10% | 1.0% | -1% | 0.0%
CSc1nnc(-c2sc(-c3ccccc3)nc2C)n1C | 3% | 1.3 | 92 | 6% | -2% | 0.2% | -6% | 1.5% | -2% | 0.1%
CN1C(=O)C(CC(=O)Nc2ccc(F)cc2)N(NC(=O)c2cccc(F)c2)C1=S (stereo unspecified) | -1% | 0.0 | 50 | 5% | -12% | 0.2% | -5% | 0.6% | 0% | -0.5%
O=C(COC(=O)Cc1cccc(C(F)(F)F)c1)NC1CC1 | 7% | 1.6 | 83 | 4% | 0% | 0.1% | 6% | 0.5% | 2% | 0.0%
COc1ccc(NC(C)C(=O)Nc2ccc(C(C)(C)C)cc2)cc1Cl (stereo unspecified) | 4% | 5.1 | 57 | -3% | 2% | 1.2% | -4% | 11% | 2% | .
CCOc1ccc(NC(=O)C(=O)NCCCn2ccnc2)cc1 | 12% | -0.4 | 35 | 5% | 0% | -1.3% | -1% | -2.1% | -1% | -0.5%
CCc1ccccc1NC(=O)C1CCCN(c2ncccn2)C1 (stereo unspecified) | 5% | -0.7 | 47 | 7% | 3% | 0.2% | -2% | 0.7% | 1% | -0.4%
O=S(=O)(Nc1ccc(N2CCOCC2)cc1)c1c(F)cc(F)cc1Br | 12% | -1.2 | 44 | 7% | 15% | 0.6% | 12% | 2.6% | -3% | -0.7%
C/C(=N\NC(=O)c1ccc(CN2CCOCC2)cc1)c1ccc(NC(=O)c2ccccc2)cc1 | 11% | 0.5 | 40 | 2% | 10% | 0.0% | . | 1.7% | 2% | -0.8%
Cc1ccc(S(=O)(=O)c2nc(S(C)(=O)=O)sc2N2CCC3(CC2)OCCO3)cc1 | 3% | 0.2 | 68 | 4% | 4% | 0.1% | -1% | 3.5% | 6% | 2.3%
COCCNC(=O)c1ccc2c3n(nc2c1)-c1ccc(Cl)cc1CO3 | 5% | 3.2 | 66 | 11% | 7% | 0.5% | 6% | 3.6% | 2% | -0.4%
COC(=O)c1[nH]c2ccccc2c1NC(=O)CN1CCN(C(=O)c2ccco2)CC1 | 1% | -0.9 | 30 | 13% | 8% | 0.0% | -5% | 4.2% | 4% | -0.2%

Source: PubChem BioAssay
